Assay outcomes as filed in PubChem.
Growth percent in the NCI-60 one-dose screen (48 h, 10 µM unless noted): 100 = growth as untreated, 0 = no growth, -100 = all killed.
HL-60(TB): HL-60(TB) leukemia cells; actives 9% (n = 78,000); AID 1794776; active = growth percent below 10
Starred values were filed as active, the others as inactive; & = joins results of further samples. A portion of the library; count on the stated rates, not on these rows.

item	Compound	HL-60(TB)
1	CCOc1ccc(C(=O)NC(=S)Nc2ccc(C(=O)NO)cc2)cc1	100
2	CC(C)CC(Nc1nc(-c2ccccc2)cs1)c1cn(C)c2ccccc12 (configuration not stated)	123
3	C=CCn1c(-c2ccc(/C=C/c3ccc(-c4nc5ccccc5[nH]4)cc3)cc2)nc2ccccc21	102
4	C=C(C)[C@@H]1CC[C@]2(C)[C@H](C(=O)C=C3[C@@H]4C[C@](C)(C(=O)OC)CC[C@]4(C)CC[C@]32C)[C@@]1(C)CC/C(N)=N/O	76
5	CC(C)C1C2=C(NCCN1C(=O)Cc1ccccc1)C(C)(C)N(Cc1ccccc1)C2=O (configuration not stated)	100
6	C=CCNc1ccc2c3c(cccc13)C(=O)N(c1cccc(-c3nn(-c4ccccc4)cc3-c3nc4ccccc4s3)c1)C2=O	104
7	N#C/C(=C\c1ccc(F)cc1)c1cc2ccccc2[nH]1	100
8	Cc1ccc(Cl)c(NS(=O)(=O)c2ccc(-c3cnc(C4CC4)o3)cc2)c1	-22*
9	O=C(c1ccc(Cc2n[nH]c(=O)c3cccnc23)cc1)N1CCN(c2ccc(Cl)cc2)CC1	99
10	CC1(CN2CCCC2)CCC(NC(=O)C(c2ccccc2)c2ccccc2)C(C)(C)O1 (configuration not stated)	79
11	Cc1cc(=O)n(C(=S)Nc2ccc(Cl)cc2)c2cc(O)ccc12	111
12	O=C1Nc2ccccc2/C1=C/c1cccs1	107
13	OCCCOc1ccccc1	109
14	Cc1ccc(S(=O)(=O)OC[C@@]2(C)CC[C@]3(C)CC[C@]4(C)C(=CC[C@@H]5[C@@]6(C)CCCNC(C)(C)[C@@H]6CC[C@]54C)[C@@H]3C2)cc1	-63*
15	Nc1c([N+](=O)[O-])cc([N+](=O)[O-])cc1S(=O)(=O)O	94
16	COc1cc(/C=C/C(=O)Nc2cccnc2Nc2cc(OC)c(OC)c(OC)c2)cc(OC)c1OC	89
17	CCCS(=O)(=O)Oc1ccc(C(=O)CC2(O)C(=O)Nc3ccccc32)cc1 (configuration not stated)	100
18	COC(=O)C1=C(C(=O)c2ccco2)C(c2cc(OC)c(OC)c(OC)c2)C(C#N)=C(N)O1 (configuration not stated)	97
19	O=C(c1nc2ccccc2[nH]1)C1C(c2cccc(F)c2)C2CC3CCCCC3N2[C@@]12C(=O)Nc1cc(Cl)ccc12 (some centres not stated)	30
20	Cc1ccccc1C(CC(=O)c1ccccc1)c1ccccc1 (configuration not stated)	105
21	CC(C(=O)O)N1C2=NC(=O)C(C#N)C(c3ccc(Cl)cc3)N2NC1(C)c1ccccc1O (configuration not stated)	50
22	COc1ccc(NC(=O)Cn2cc(CN3C(=O)c4ccc([N+](=O)[O-])cc4C3=O)nn2)cc1	95
23	O=[N+]([O-])c1ccc(/C=C/c2nc3ccccc3n3c(=S)[nH]nc23)cc1	79
24	Cc1cccc[n+]1CCC[n+]1ccccc1C	86
25	O=C1C=Cc2ccccc2/C1=C/c1[nH]c(=O)[nH]c1O	43
26	COc1ccc(N=C2c3ccccc3-c3ccc([N+](=O)[O-])cc32)cc1	85
27	CCOC(=O)Cc1csc(NCc2ccccc2)n1	99
28	NN=C(c1ccc(Cl)cc1)c1ccc(Cl)cc1	131
29	NNC(=S)Nc1ccc(S(=O)(=O)Nc2ccc(Cl)nn2)cc1	109
30	Cc1ccccc1NCc1ccccc1	101
31	CCOC(=O)c1ccc(/C=C/c2ccccc2)cc1	90
32	CC(C)(C)CC(C)(C)N1CN(C(C)(C)CC(C)(C)C)CP(c2ccccc2)C1	103
33	CCOC(=O)c1ccc2c(c1)nc(-c1ccc(OC)cc1)n2C1CCCCC1	79
34	Brc1ccc(-c2nc3ccccc3s2)cc1	100
35	CC(=O)c1cccc(Nc2ncnc3c2cnn3-c2ccccc2)c1	59
36	Cc1ccc(-c2nn(-c3ccccc3)cc2/C=C/C(=O)c2cc3ccccc3oc2=O)cc1	84
37	COc1ccc([N+](=O)[O-])cc1NS(=O)(=O)c1ccc(C)cc1	92
38	O=C(Cn1ccnc1)Nc1ccc(-c2nc3ccccc3s2)cc1	77
39	O=C1OCC2=C1C(c1cccc(C(F)(F)F)c1)c1cc3c(cc1N2CCO)OCO3 (configuration not stated)	-25*
40	Cc1ccc(S(=O)(=O)CS(=O)(=O)c2ccc(C)cc2)cc1	101&99

Laid out differently: 2 of the compounds above
33: CCOC(=O)c1ccc2c(c1)nc(-c1ccc(OC)cc1)n2C1CCCCC1
- HL-60(TB): 79

40: Cc1ccc(S(=O)(=O)CS(=O)(=O)c2ccc(C)cc2)cc1
- HL-60(TB): 101&99

Going on with the list:
item	Compound	HL-60(TB)
41	CC/C(=C\c1ccc(N(C)C)cc1)c1nc2ccccc2c(=O)[nH]1	179
42	CSc1ncc(Br)c(Nc2ccccc2Cl)n1	81
43	O=[N+]([O-])c1ccc(-c2nc3ccc(-c4n[nH]c(=S)o4)cc3[nH]2)cc1	99
44	O=C(N/N=C/CCc1ccccc1)c1ccc(-n2cc(-c3ccccc3)nn2)cc1	95
45	C/C(=N\O)C(=O)c1ccc(C)cc1	92
46	CCCC(F)(C(N)=O)C(=O)O (configuration not stated)	94
47	COc1ccc(N=c2ssc(SC)c2-c2ccccc2)cc1	90
48	COc1cc2c(Cc3ccccc3)cncc2cc1O	81
49	Cc1ccc(S(=O)(=O)n2cnc(NS(=O)(=O)c3cc(C)c(Cl)cc3SCc3ccccc3)n2)cc1	158
50	CN1/C(=C\C=C\C2=[N+](C)c3ccccc3C2(C)C)C(C)(C)c2ccccc21	-23*

Results in sequence from the list.
Nos. 7–10 in HL-60(TB) read 100, -22*, 99, 79

More structures follow.
item	Compound	HL-60(TB)
51	COc1ccc(Br)c(/C=C(\C#N)c2nc3ccccc3s2)c1	79
52	C[C@@H](C[C@H](CCOCc1cccnc1)c1ccccc1)c1cc2ccccc2o1	98
53	CS(=O)(=O)c1ccc(C(=O)N/N=C/c2ccccc2F)cc1	64
54	CCC(C)C(NC(=O)C(Cc1ccc(O)cc1)NC(=O)OCc1ccccc1)C(=O)OC (configuration not stated)	86
55	COc1cc(/C=C2\CC/C(=C\c3cc(CN4CCCC4)c(O)c(OC)c3)C2=O)cc(CN2CCCC2)c1O	87
56	CC(C)c1ccc(/C=N\NC(=O)C[N+](C)(C)C)cc1	75
57	CC1=C(C(=O)Nc2nc(-c3ccc(Cl)cc3)cs2)[C@H](c2ccc(O)cc2)NC(=O)N1	99
58	NC(=O)CCc1nc(N)nc(N)n1	85
59	Cc1nc2cc(Cc3ccccc3)ccc2o1	96
60	O=C(CN1CCN(c2cc3c(cc2F)c(=O)c(C(=O)O)cn3C2CC2)CC1)Nc1ccc(C(=O)/C=C/c2ccccc2)cc1	41
61	Oc1ccc(/C=C\c2cnccn2)cc1	52
62	CC(C)(C)NCC(O)c1ccc(O)c(CO)c1 (configuration not stated)	108
63	O=c1[nH]c(-c2ccc(Cl)cc2)cn1-c1ccc(-n2cc(-c3ccc(Cl)cc3)[nH]c2=O)cc1	112
64	N=C1CC(=O)NN1c1nc(Nc2ccccc2)nc(Nc2ccc(S(N)(=O)=O)cc2)n1	97
65	COc1cc([N+](=O)[O-])ccc1N	96
66	COc1ccc(C(=O)N2N=C(c3ccc(F)cc3)CC2c2cn(-c3ccccc3)nc2-c2ccccc2)cc1 (configuration not stated)	32
67	CC(=O)Nc1ccccc1OC(=O)NC(C)(C)C	101
68	NS(=O)(=O)c1ccc(CCn2c(=S)[nH]c3ccccc3c2=O)cc1	76
69	CC1OCOC1C1OCOCC1OC(=O)c1ccccc1 (configuration not stated)	109
70	O=C(Nc1ccncc1)C(=O)c1cn(S(=O)(=O)c2ccc(F)cc2)c2ccccc12	0.5*

Four compounds already listed, arranged by length of the SMILES, high to low:
item	Compound	HL-60(TB)
16	COc1cc(/C=C/C(=O)Nc2cccnc2Nc2cc(OC)c(OC)c(OC)c2)cc(OC)c1OC	89
10	CC1(CN2CCCC2)CCC(NC(=O)C(c2ccccc2)c2ccccc2)C(C)(C)O1 (configuration not stated)	79
37	COc1ccc([N+](=O)[O-])cc1NS(=O)(=O)c1ccc(C)cc1	92
27	CCOC(=O)Cc1csc(NCc2ccccc2)n1	99

(list continues)
item	Compound	HL-60(TB)
71	Cc1ccccc1N=P(c1ccccc1)(c1ccccc1)c1ccccc1	83
72	COc1ccc(C2=NN(c3ccc(Cl)cc3)C(c3cccc(Nc4ccnc5cc(Cl)ccc45)c3)C2)cc1 (configuration not stated)	118
73	N#CC(C#N)C(C#N)c1ccccc1 (configuration not stated)	112
74	O=C(NCCCNc1nccc(-c2c(-c3cccc(F)c3)nc3sccn23)n1)C1CCCCC1	111
75	COc1ccc(CSc2nc3cc(OC)c(OC)cc3c(=O)n2-c2ccc(Cl)cc2)cc1	104
76	FC(F)(F)c1cc2c(Cl)ncnc2n1CCN1CCCCC1	-13*
77	N#C/C(=C\c1ccc(-c2ccc(Br)cc2)o1)c1nc(-c2ccco2)cs1	89
78	COc1ccc(-c2nnc(N)s2)cc1OC	100
79	COc1ccc(C(=O)Oc2ccc(Br)cc2)cc1	93
80	CC(=O)O[C@H]1CC[C@@]2(CO)C(=CC[C@@H]3[C@@H]2CC[C@]2(C)C(=O)CC[C@@H]32)C1	101
81	C[N+]1=C(C(I)C(I)c2ccc(N)cc2)C(C)(C)c2ccccc21 (configuration not stated)	67
82	COc1ccc(/C=C/c2nc3ccccc3nc2NNC(=O)Nc2cccc(Cl)c2)cc1	68
83	N#CCc1nn2c(CCC(=O)c3nc4ccccc4[nH]3)nnc2s1	101
84	COc1ccc(C(=O)c2cc3c(N)c(C(=O)Nc4ccc(Cl)cc4)sc3nc2C)cc1	63
85	COc1ccc2[nH]cc(-c3nc(-c4c[nH]c5c(Cl)nccc45)cs3)c2c1	36
86	NCC1=C(c2ccccc2)Nc2ncc(-c3ccc(Br)cc3)n2C1O (configuration not stated)	92
87	CC1CCCCN1CCCNC(=O)N/C(N)=N/c1nc2ccccc2s1 (configuration not stated)	19
88	CN[C@]1(c2ccccc2Cl)CCCC[C@H]1NCCCc1ccc(F)cc1	96
89	C=C(C)[C@@H]1CCC=C2CC[C@]3(C)[C@H](CC[C@@H]4[C@@]5(C)CC[C@H](OC(=O)c6cccnc6)C(C)(C)[C@@H]5CC[C@]43C)[C@H]21	98
90	CCOC(=O)CC1CSC(N/N=C/c2ccc(F)c(Br)c2)=N1 (configuration not stated)	94
91	O=C(CNc1ncco1)Nc1ccc(S(=O)(=O)c2ccc(NC(=O)CNc3ncco3)cc2)cc1	45
92	CC(C)Cc1cccc(C(C)C)c1NC(=O)CCC(=O)N/N=C1\C(=N/NC(=O)CCC(=O)Nc2c(C(C)C)cccc2C(C)C)C(c2ccc3c(c2)OCO3)Oc2ccccc21 (configuration not stated)	108
93	Cn1cc2c(c1)-c1ncncc1CC2	109
94	CC1=CC(=O)CC(C)C1 (configuration not stated)	98&78
95	CC(=O)c1cn(C(C)=O)c2ccccc12	106&98
96	CO[C@H](/C(C)=C/C=C/C(C)=C/c1coc(C)n1)[C@H](C)[C@H]1C[C@@H](O)[C@@]2(C)O[C@H]2/C=C/[C@@H](C)[C@@H]2C[C@@H](CC(=O)O2)C[C@H]2O[C@@H]2C(=O)O1	-37*
97	C=C(C)[C@@H]1CC[C@]2(C(=O)O)CC[C@]3(C)[C@H](CC[C@@H]4[C@@]5(C)C[C@@H](Cc6cn([C@H]7C[C@H](n8cc(C)c(=O)[nH]c8=O)O[C@@H]7CO)nn6)[C@H](O)C(C)(C)[C@@H]5CC[C@]43C)[C@@H]12	118
98	COc1cccc(CCC2C(=O)CCCC2=O)c1	87
99	COc1cc(N=Nc2cccc(S(=O)(=O)O)c2)ccc1NC(=O)Nc1ccc(N=Nc2ccc(O)c(C(=O)O)c2)cc1	97
100	CC(=O)C(C)c1ccccc1 (configuration not stated)	78
101	Cc1ccc(C)c2c1sc1nnc(Cl)c(=O)n12	118
102	CC12CC[C@@H]3[C@]4(C)COC(c5cccc(Cl)c5)O[C@@H]4CC[C@@]3(C)[C@@H]1CC(C1=CCOC1=O)O2 (some centres not stated)	65
103	CS(=O)(=O)Nc1cc(-c2ccc3ncnc(Nc4ccc(F)c(Cl)c4)c3c2)cnc1Cl	1.7*
104	COc1ccc(/C=C2\CN(C)CC3C2=NN(c2ccc(S(N)(=O)=O)cc2)C3c2ccc(OC)cc2)cc1 (configuration not stated)	51
105	COc1ccc(CCN2C(=O)CCC3=C2CCCC3=O)cc1OC	107
106	COc1ccc(-c2ccc(O)c(C(=O)/C=C/c3cc(OC)c(OC)c(OC)c3)c2)cc1OC	61
107	CCCCCCCCCCCCCCCCCC1OC[C@@H](COC(=O)O[C@@H](C(=O)O[C@H]2C[C@@]3(O)[C@@H](OC(=O)c4ccccc4)[C@@H]4[C@]5(OC(C)=O)CO[C@@H]5C[C@H](O)[C@@]4(C)C(=O)[C@H](OC(C)=O)C(=C2C)C3(C)C)[C@@H](NC(=O)c2ccccc2)c2ccccc2)O1 (some centres not stated)	36
108	CN(C)CCCNC(=O)c1cc(NC(=O)c2cc(NC(=O)c3ccc(/C=C/c4ccccc4)cc3)cn2C)cn1C	-38*
109	O=C1NC(Cc2ccccc2)C(=O)O1 (configuration not stated)	107
110	C=C1C(=O)O[C@H]2[C@H]1CC/C(COC(=O)NCCc1c[nH]c3ccccc13)=C\CC[C@@]1(C)O[C@@H]21	-46*
111	COc1ccc(N=Nc2c(N)nn3cc(-c4nc5ccccc5s4)c(N)nc23)cc1	103
112	CCOC(=O)c1ccc2c(c1N1CCN(c3ccc(F)cc3)CC1)N(O)ON2	105
113	c1ccc(CSc2ncnc3c2ncn3C2CCCCO2)cc1 (configuration not stated)	76
114	O=C(Nc1ccccc1)c1cc(-c2cccnc2)nc2ccccc12	101
